Assay outcomes from PubChem BioAssay.
Dynein cargo inh: inhibitors of GR-EGFP nuclear translocation, primary screen, dynein cargo transport inhibitor project, imaging, high-content, 3617.4 mouse cells | test concentration mostly 20 µM; stimulated with dexamethasone, 1 µM; stronger effect = lower value | 0.47% of 220,000 active | z-score, hits read low;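 active means plate z-score of nuclear minus cytoplasmic receptor signal below a set negative limit, without overly bright fluorescence or cell loss, cut at about -3.5 in these data, passing the limit was not always enough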;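 further: z-score of nuclear minus cytoplasmic ring GR-EGFP intensity difference per well; some compounds called inactive have numbers as strong as hits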
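Schedule: 48 h induction, then 1 h compound, then 30 min agonist, 37 °C. Buffer or medium: tetracycline-free induction medium containing charcoal-stripped FBS. Reagent: 1.0 µM final dexamethasone stimulus. Evaluation: nuclear versus cytoplasmic GR-EGFP signal, averaged per well. Signal: high-content fluorescence imaging after fixation.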
b-catenin transl: modulators of beta-catenin nuclear translocation, primary screen, imaging, HeLa cells, immunofluorescence, high-content; nuclear translocation activity, % at 5 µM; 0.3% of 190,000 active; AID 1665, 2009;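 active means nuclear translocation activity above 50% at 5 µM, with a well cell count of 50 or more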;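 further: per-cell ratio of nuclear to cytoplasmic median beta-catenin stain intensity; plate controls were DMSO negative control for no effect and GSK-3 inhibitor IX positive control for full effect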
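test system = HeLa cells, endogenous beta-catenin | dosing = single 5 µM dose plus 0.02–20 µM confirmation series | times = compound treatment 24 h, 37°C, 5% CO2 | technique = beta-catenin immunofluorescence imaging with DAPI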
Insulin prom up: insulin promoter activators in MIN6 cells, imaging, high-content screening, mouse beta cells; MIN6 insulin promoter-GFP reporter; stronger effect = higher value; z-score at 5 µM; 0.3% of 190,000 active;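 active means z-score above 3 at 5 µM with at least 500 cells counted in the well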
NOD2 inhibition: NOD2 signaling inhibitors, cell-based, luminescence, uHTS, HEK293 (AID 1566); HEK293 NOD2/NF-kB luciferase reporter, luminescence; higher % means a stronger effect; inhibition, % at 4 µM; hits with a dose series show EC50 in µM; 0.63% of 290,000 active; in the data active means inhibition above about 50%; further: many of its hits are not listed in these tables
WT yeast gro inh: growth inhibition of WT strain, primary screen, mitochondrial fusion inhibitor project, WT and mutant strains, chemical genetic | 2.1% of 190,000 active | inhibition, % at 10 µM | mitochondrial fusion phenotypic screen | AID 1362, 2008; in the data active means inhibition above about 58%; tested in S. cerevisiae
Autophagy HCS: autophagy modulators in MEF cells, primary screen, imaging, high-content, MEF GFP-LC3 | MEF GFP-LC3 puncta imaging; test concentration mostly 10 µM | calls only at 10 µM (by protocol) | 0.98% of 190,000 active | AID 463193, 2010;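 active means percentage of spot-positive cells more than 3 SD above its plate mean, without a fluorescence outlier flag or 80% toxicity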;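 further: spot-positive cell cutoff set from DMSO-treated cells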
MT stabilize HCS: microtubule stabilizers in HeLa cells, primary screen, imaging, high-content imaging | AID 2205, 2009 | 0.83% of 200,000 active | HeLa tubulin immunostaining HCS, 24 h; share of cells brighter than vehicle mean+2SD | % tubulin-high responders, % at 10 µM;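 active means plate Z-score above 3 for both tubulin-high and condensed-nucleus cell shares, with cell loss under 80%, at 10 µM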;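 further: anti alpha tubulin signal scored within the nucleus-defined area of each cell; some results filed as inactive read as strong as hits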
Yfh1-off respiration: enhancers of respiration in Yfh1-depleted yeast, dose response, Friedreich's ataxia, plus single-dose screen (AID 1465); S. cerevisiae Yfh1-off respiration, WST-1 reduction, 72 h; higher fold induction means a stronger effect; fold induction at 50 µM, or EC50 in µM where a hit was titrated; 0.074% of 220,000 active;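 active means fold induction of absorbance versus untreated yeast above a set limit, then at least 30% activation at any dose in follow-up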;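 further: activators that raise dye reduction in frataxin-depleted yeast; strong numbers were not always called active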
Hep lipid drop: inhibitors of hepatocyte lipid droplet formation, primary screen, imaging, high-throughput imaging, BODIPY stain; AML12 mouse hepatocytes, oleate lipid droplets; inhibition, % at 6.5 µM; 0.4% of 240,000 active; AID 1656, 2009;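 active means lipid droplet intensity inhibited by at least 50%, with more than 500 cells counted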
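Technique: fluorescence imaging, 20x objective, two fields per well / Assay system: AML12 hepatocytes (mouse) / Measure: % inhibition of lipid droplet signal / Doses: 6.5 µM single-point dosing / Incubation: overnight exposure / Reagent: 100 µM oleic acid challenge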
WT yeast gro inh mutant strain: also measured in WT yeast gro inh; calls as there; inhibition, %; mitochondrial fusion phenotypic screen, mutant strain inhibition
Dynein cargo inh cytoplasmic EGFP: second read-out of Dynein cargo inh, no call of its own (marks repeat the call); z-score; measured here: cytoplasmic GR-EGFP intensity; stronger effect = higher value
Dynein cargo inh nuclear GR-EGFP: recorded beside Dynein cargo inh, whose call it bears; z-score; measured here: nuclear GR-EGFP intensity;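 lower value marks the stronger effect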
Dynein cargo inh cell count: recorded beside Dynein cargo inh, whose call it bears; z-score; measured here: cell count per field
Insulin prom up cell count: second read-out of Insulin prom up, no call of its own (marks repeat the call); cell count; measured here: cytotoxicity, nuclei count;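 total cells summed across four imaged fields per well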
Hep lipid drop cells 6.5 µM: recorded beside Hep lipid drop, whose call it bears; cell count; measured here: cell count, cytotoxicity flag;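 cells counted across two imaged fields per well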
b-catenin transl cell count 5 µM: recorded beside b-catenin transl, whose call it bears; cell count; measured here: cell count, cytotoxicity flag
MT stabilize HCS Hoechst-high %: recorded beside MT stabilize HCS, whose call it bears; % Hoechst-high responders; measured here: nuclear condensation Hoechst responders;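 share of cells brighter than vehicle mean plus two SD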
MT stabilize HCS cytotoxicity %: further read-out of MT stabilize HCS, marked with its call; toxicity, %; measured here: cytotoxicity by cell density;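 0% = mean cell density of plate MIN control wells and 100% = no cells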
Autophagy HCS cell loss 18 h: further read-out of Autophagy HCS, marked with its call; toxicity, %; measured here: cell loss, nuclei count;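 cell loss after 18 h compound exposure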
Numbers without * were called inactive; i = inactive; . = no result given. These rows are one share of the data, so the mix of outcomes need not match the whole.

SMILES	Dynein cargo inh	Dynein cargo inh cytoplasmic EGFP	Dynein cargo inh nuclear GR-EGFP	Dynein cargo inh cell count	b-catenin transl	b-catenin transl cell count 5 µM	Insulin prom up	Insulin prom up cell count	NOD2 inhibition	WT yeast gro inh	WT yeast gro inh mutant strain	Autophagy HCS	Autophagy HCS cell loss 18 h	MT stabilize HCS	MT stabilize HCS Hoechst-high %	MT stabilize HCS cytotoxicity %	Yfh1-off respiration	Hep lipid drop	Hep lipid drop cells 6.5 µM
Cc1ccc(/C=N/Nc2nc(C)cc(C)n2)cc1	0.437	-0.0379	0.83	-0.0236	0.1	1386	0.03	943	13.6%	.	.	.	.	.	.	.	i	-3.4	714
CC(=C/c1ccccc1)/C=N/NC(=O)CSc1nc(C)cc(C)n1	0.134	-0.244	-0.121	-0.154	-1.6	961	.	.	10.8%	-6.7	1.3	i	25.3	3.2	1.7	5.2	i	0.3	635
Cc1c(NC(=O)Nc2cccs2)cccc1[N+](=O)[O-]	1.8	-0.0733	1.51	-1.59	-0.1	1154	-0.12	1157	18.3%	7.6	-7.5	i	0.1	3.1	1.7	6.0	i	4.8	684
COc1ccc(N=NC2=C(O)CC(C)(C)CC2=O)cc1	-0.172	-0.235	0.026	0.651	-0.3	732	-0.11	1037	15.6%	-11.3	-7.5	i	2.9	3.6	1.6	0.1	i	.	.
CCOC(=O)c1c(-c2ccc(F)cc2)csc1NC(=O)C1CC=CCC1C(=O)O (stereo not drawn)	2.03	-0.209	0.843	-1.03	0.9	1396	-0.3	1403	16.4%	-9.7	-1.9	i	6.0	2.2	1.4	2.6	i	0.7	695
O=C(Nc1ccc(N=Nc2ccccc2)cc1)c1ccc(Cl)cc1Cl	-0.23	0.0708	-0.374	-0.134	.	.	.	.	6.2%	25.6	28.6	i	-4.5	0.6	2.7	9.8	i	.	.
CCN(CCCNC(=O)C1CCN(S(=O)(=O)c2cccc3nonc23)CC1)Cc1ccccc1	0.766	-0.186	1.2	-0.222	.	.	-0.74	1158	-5.3%	1.6	9.6	i	-48.3	2.8	1.2	1.4	i	-4.8	724
COc1ccc(CN2C(=O)CC(Cc3ccc(C)cc3)C2=O)cc1OC (stereo not drawn)	-0.325	-0.259	-0.253	0.328	-2.8	1072	0.44	1514	5.8%	2.6	-7.8	i	12.3	2.4	3.3	8.0	i	-28.8	686
Cc1ccc(O)c(C(=O)c2cnc3c(c2)CN(CCC(C)C)C(=O)N3)c1	0.344	-0.271	0.168	-0.708	-2.1	894	-0.94	1012	4.6%	4.2	-9.5	i	-3.7	4.0	4.4	10.9	i	.	.
CCN(CC)S(=O)(=O)c1ccc(C(=O)NCCc2ccccn2)cc1	1.47	-0.298	0.26	-0.465	-3.7	1094	0.7	1562	-17.4%	3.4	10.2	i	14.5	4.3	3.0	2.9	i	11.1	701
C#CCOc1nc(OCC#C)nc(OCC#C)n1	0.388	-0.447	0.139	0.244	0.8	1141	0.11	1090	7.5%	-10.9	-22.3	i	6.8	3.6	2.4	19.4	i	.	.
COCCOC(=O)C1=C(C)NC(=O)NC1c1cccs1 (stereo not drawn)	-0.423	0.0401	-0.129	0.524	0.5	1362	-0.27	1004	7.9%	24.2	9.0	i	-27.2	3.8	3.0	11.4	i	.	.
CCCN1CCOC(CC(=O)Nc2ccc([N+](=O)[O-])cc2)C1=O (stereo not drawn)	-0.56	-0.293	-0.262	0.649	0.7	1079	-0.11	1244	10.5%	-16.9	21.6	i	19.4	2.8	1.5	5.3	i	-12.0	710
O=c1c(S(=O)(=O)c2ccc(Cl)cc2)cn(Cc2ccccc2)c2ccc(F)cc12	-0.384	-0.285	-0.655	0.248	-3.9	510	-0.33	1309	-14.5%	-6.2	-3.9	i	-5.6	2.4	2.3	4.6	i	-1.9	660
O=C(c1cccs1)N1CCC(c2ccccc2)C1 (stereo not drawn)	1.14	-0.243	0.915	0.0405	.	.	0.68	1238	-73.3%	-14.3	-18.0	i	-0.9	3.7	1.4	31.3	i	14.9	722
O=C(Nc1cccc(-c2csc(Nc3ccc(Cl)cc3)n2)c1)c1cccc(C(F)(F)F)c1	-0.52	-0.796	-0.198	0.558	-0.1	1357	-2.57	940	31.3%	.	.	.	.	.	.	.	i	5.0	741
Cc1ccc(/C=C\c2nccc3c2[nH]c2ccccc23)cc1	-0.366	-0.0607	0.164	0.505	-0.4	1515	1.49	1120	-53.4%	58.5	71.0	i	10.2	2.2	2.4	9.1	i	-20.2	697
O=C(CN1C(=O)C2C3C=CC(C3)C2C1=O)N1CC=C(c2ccccc2)CC1 (stereo not drawn)	2.71	-0.242	0.906	-1.17	-0.7	1373	-0.41	1624	4.4%	15.1	-4.9	i	-27.4	6.2	2.6	14.8	i	.	.
c1cncc(-c2nnc(-c3cccs3)o2)c1	0.374	-0.115	0.505	-1.15	0.3	1113	0.73	1157	-11.2%	-5.6	-0.8	i	1.1	3.8	3.5	5.6	i	.	.
CC1CCN(c2nnc(N3CCC(C)CC3)c3ccccc23)CC1	0.0417	-0.134	0.374	-0.394	1.5	1020	-0.23	1348	5.7%	29.7	0.8	i	10.7	1.5	0.8	4.1	.	-6.6	758
O=C(Cc1ccc([N+](=O)[O-])cc1)N1N=C(c2ccncc2)CC1(O)C(F)(F)F (stereo not drawn)	-0.627	-0.253	0.0474	0.634	2.4	971	0.24	1208	-22.7%	-2.3	11.7	i	19.5	2.7	1.8	3.3	i	-8.3	619
O=C(c1ccc(S(=O)(=O)N2CCOCC2)cc1)N1CCOCC1	-0.013	-0.187	0.203	-0.454	0.0	878	.	.	1.9%	-6.5	-7.1	i	-8.6	2.9	1.6	14.2	i	-37.6	736
CCOc1ccc(CNC(=O)c2ccco2)cc1	-0.00759	-0.304	0.11	0.0251	1.0	1087	1.17	1150	9.4%	-9.4	-3.0	i	5.1	4.1	1.9	9.8	i	-19.2	738
CCOc1ccc(-n2c(=O)c3sccc3n(CC(=O)NCCc3ccc(OC)c(OC)c3)c2=O)cc1	0.556	-0.229	0.418	0.0684	.	.	-0.12	1301	21.9%	-13.5	12.1	i	1.5	2.5	2.8	3.9	i	3.2	746
O=c1c2cc(Cl)ccc2[nH]c(=S)n1Cc1ccco1	-0.127	0.00213	-0.138	0.0907	-0.7	1038	0.24	1212	6.7%	12.0	18.6	i	8.8	3.4	1.4	9.6	i	3.7	609
Cn1nnc(NCc2cc(Br)ccc2OCc2ccccc2F)n1	1.81	-0.271	1.12	-0.993	-1.1	976	-0.39	1476	7.8%	10.2	1.6	i	0.4	2.9	2.1	10.3	i	-1.3	680
O=C(O)c1nn2c(c1Br)NC(c1ccccc1)CC2C(F)(F)F (stereo not drawn)	-1.68	-0.19	-0.755	0.894	-1.9	1012	-0.12	1580	-6.8%	-21.1	-25.5	i	13.4	2.7	2.7	5.9	i	.	.
COc1ccc(CCNC(=O)/C(=C/c2cccnc2)NC(=O)c2ccccc2)cc1	-0.0102	-0.256	-0.0206	1.81	-2.0	1113	.	.	8.8%	0.8	8.0	i	4.5	4.6	2.2	8.9	i	-11.3	625
O=C(CSc1nnc(-c2ccc3c(c2)OCO3)o1)Nc1ncc(Cl)cc1Cl	-1.62	-0.257	-0.927	0.591	0.6	1140	0.11	1410	-15.4%	4.3	-10.4	i	0.3	2.7	1.8	2.3	i	2.9	663
Cc1cccc(NS(=O)(=O)c2cc([N+](=O)[O-])ccc2C)n1	-1.18	2.17	0.137	0.159	0.2	1532	-0.08	1494	8.5%	10.4	14.9	i	0.5	2.8	2.7	8.8	i	2.2	711
COc1ccc(Oc2coc3cc(OC(=O)N4CCOCC4)ccc3c2=O)cc1	-0.109	-0.258	-0.0558	-0.236	.	.	.	.	15.7%	2.6	-9.0	i	-6.9	3.6	1.3	5.3	i	-12.9	714
O=C1CCCc2c1cc(C(=O)Nc1ccc(Cl)cn1)c(=O)n2-c1ccccc1	0.31	-0.0183	0.316	0.39	-7.9	987	0.62	1368	24.8%	-2.0	-7.6	i	16.5	5.5	2.6	18.5	i	.	.
Cc1cc(=O)n2c(-c3ccc(Cl)cc3)csc2n1	-1.06	-0.224	-0.218	0.578	-0.8	1316	-0.07	1105	-4.5%	.	.	.	.	.	.	.	i	3.3	671
Cc1cccc(N(CC(=O)Nc2ccc(CC#N)cc2)S(C)(=O)=O)c1	0.222	-0.245	0.817	-0.94	1.6	1006	.	.	13.3%	6.9	6.4	i	-3.3	2.2	2.5	8.5	.	23.6	694
COc1ccc(C2CC2/C(C)=N/OC(=O)C2CC2)cc1 (stereo not drawn)	1.19	-0.319	0.47	0.119	2.6	1013	-0.3	1272	-0.5%	-0.4	-21.1	i	3.6	4.0	1.9	2.4	i	10.5	680
